# Scp-1 inhibitor: inhibitors of human Scp-1 phosphatase. Q9GZU7. Recombinant Scp1, phosphopeptide, malachite green phosphate absorbance. inhibition, % at 20 µM. actives 0.88% (n = 340,000). AID 493091;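 active = inhibition above about 50% at 20 µM, limit read from the data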;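 note: plate controls were DMSO wells with enzyme for no effect and wells lacking enzyme for full effect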
#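 Test system: SCP-1 phosphatase catalytic domain, residues 76-261 | Compound dosing: One concentration, 20 µM, with 1.0% DMSO | Schedule: 45 min room-temperature reaction, 5 min colour, 30 min stabiliser | Detection: Absorbance at 630 nm | Read-out basis: % inhibition of SCP-1 phosphate liberation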
# Neddylation inh: inhibitors of human cullin neddylation | P61081+Q13564 | TR-FRET cullin neddylation, biochemical | calls only at 25 µM | actives 0.58% (n = 360,000) | AID 651699; in the data active = inhibition above about 36%
# Rpn11 block: blocks the human proteasome subunit Rpn11; O00487; human 26S proteasome, Ub4-pepOG fluorescence polarization; 20S core pre-blocked with epoxomicin; calls only at 20 µM; actives 0.59% (n = 360,000);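 active = inhibition at 20 µM, scaled to each plate's controls, above about 33%, limit read from the data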
# Target sequence (O00487 whole entry, looked up): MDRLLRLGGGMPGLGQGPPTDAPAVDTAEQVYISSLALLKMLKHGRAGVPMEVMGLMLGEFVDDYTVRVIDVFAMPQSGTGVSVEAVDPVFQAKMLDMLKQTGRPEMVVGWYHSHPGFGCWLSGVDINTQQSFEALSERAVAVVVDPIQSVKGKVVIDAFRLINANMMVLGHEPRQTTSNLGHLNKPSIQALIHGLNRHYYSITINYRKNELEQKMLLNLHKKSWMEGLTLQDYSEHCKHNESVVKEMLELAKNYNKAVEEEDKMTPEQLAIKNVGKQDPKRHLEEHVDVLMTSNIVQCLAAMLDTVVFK
# Rin1 Abl inh: inhibitors of human Rin1-Abl protein interaction; P00519+Q13671; TR-FRET Rin1/Abl binding, biochemical; inhibition, % at 7.35 µM; actives 0.4% (n = 360,000); in the data active = inhibition above about 5%, passing the limit was not always enough
# NadD inh: blocks S. aureus nicotinate mononucleotide adenylyltransferase. purified NadD enzyme, colorimetric absorbance read-out. inhibition, % at 20 µM. actives 0.78% (n = 360,000). AID 602399; in the data active = inhibition above about 26%; note: some compounds past the cut are filed as inactive
# STEP inh: STEP (human) phosphatase inhibition | recombinant STEP, OMFP fluorogenic substrate, fluorescence | inhibition, % at 20 µM | actives 0.25% (n = 360,000);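 active = inhibition at 20 µM, scaled per plate between control wells, above about 37%, limit read from the data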;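 note: 0% = DMSO with enzyme and substrate and 100% = substrate only without enzyme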
#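 Material: STEP (striatal-enriched tyrosine phosphatase) enzyme, cell-free | Medium: 50 mM Bis-Tris pH 6.0 with 2.5 mM DTT and 0.005% Tween 20 | Read-out: Percent inhibition scaled to no-enzyme and uninhibited-enzyme controls, plate-pattern corrected | Signal: Fluorescence read at 480 nm ex / 540 nm em | Times: 20 min reaction, room temperature, in the dark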
# LMPTP inh: blocks human LMPTP phosphatase. actives 0.22% (n = 360,000). recombinant LMPTP-A, OMFP fluorogenic substrate, fluorescence intensity. inhibition, % at 20 µM. P24666. AID 651560;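 active = compounds that cut the enzyme signal by at least half of the control window in the single-dose screen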;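 note: plate controls were DMSO wells with enzyme plus substrate for no effect and substrate without enzyme for full effect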
# Target sequence (P24666 whole entry, looked up): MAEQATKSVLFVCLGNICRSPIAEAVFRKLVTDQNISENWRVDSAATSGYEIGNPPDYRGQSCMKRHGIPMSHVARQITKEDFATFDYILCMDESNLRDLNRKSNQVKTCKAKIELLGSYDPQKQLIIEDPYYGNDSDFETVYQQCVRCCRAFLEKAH
#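 Material: LMPTP-A; amount: 0.625 nM enzyme; doses: single 20 µM dose; times: reaction 50 min, room temperature, dark; technique: fluorescence intensity of OMFP turnover product; benchmarks: no-enzyme and uninhibited controls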
# DNMT1 inh: inhibitors of human DNMT1; DNMT1 molecular beacon, Hinp1I cleavage, fluorescence; inhibition (reported as % activation of signal), % at 10 µM; AID 588458; actives 0.83% (n = 360,000); in the data active = inhibition above about 50%
# CSN inh: inhibitors of human CSN-mediated cullin deneddylation. Q92905. Purified CSN, SCF-Nedd8-OG deneddylation, fluorescence polarization. inhibition, % at 12.5 µM. actives 0.38% (n = 360,000). AID 651999;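 active = pattern-corrected inhibition above about 35%, with an unprinted fluorescence ratio check between 0.5 and 1.5, limit read from the data, passing the limit was not always enough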;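 note: 0% = enzyme with substrate and 100% = substrate without enzyme; some results filed as inactive read as strong as hits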
# Target sequence (Q92905 whole entry, looked up, one chain of several): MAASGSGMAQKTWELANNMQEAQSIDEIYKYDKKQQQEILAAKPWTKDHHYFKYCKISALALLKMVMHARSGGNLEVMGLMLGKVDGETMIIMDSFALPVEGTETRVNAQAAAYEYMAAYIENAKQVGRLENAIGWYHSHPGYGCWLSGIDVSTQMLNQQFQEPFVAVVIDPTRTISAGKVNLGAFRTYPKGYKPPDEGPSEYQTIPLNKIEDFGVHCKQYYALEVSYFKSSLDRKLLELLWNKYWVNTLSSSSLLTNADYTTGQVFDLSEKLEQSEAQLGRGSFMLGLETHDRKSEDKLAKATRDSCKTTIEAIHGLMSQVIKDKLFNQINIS
#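 assay system = purified human Csn5 enzyme expressed in HEK293T cells | amount = 0.24 nM enzyme | buffer or medium = Tris/NaCl/DTT buffer, pH 7.5 | reagent = 10 nM SCFSkp2-Nedd8OG | compound = one concentration, 12.5 µM, 0.25% DMSO | times = 90 min reaction at room temperature | signal = FP | read-out basis = % inhibition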
# SUMO1 PPI mod: SUMO1-SIM interaction modulation | P63165 | AID 602429 | SUMO1 binding to a labelled peptide, TR-FRET, 1 h | inhibition, % at 20 µM | actives 0.33% (n = 360,000); in the data active = inhibition above about 37%
# Target sequence (P63165 whole entry, looked up): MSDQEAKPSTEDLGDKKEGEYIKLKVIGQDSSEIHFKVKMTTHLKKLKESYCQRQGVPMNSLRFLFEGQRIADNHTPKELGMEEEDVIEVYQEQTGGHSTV
# An asterisk follows results filed as active; i = inactive; nt = not tested or not shown.
Scp-1 inhibitor	Neddylation inh	Rpn11 block	Rin1 Abl inh	NadD inh	STEP inh	LMPTP inh	DNMT1 inh	CSN inh	SUMO1 PPI mod	SMILES
17	i	i	-2	2	-5	-1.6	2	8	4	CCCCNC(=O)C1CCCNC1=O (stereo not drawn)
-5	i	i	-2	0	-2	-2.0	0	5	2	CCOc1cccc(N(C(=O)CNC(=O)c2ccco2)C(C(=O)NCC2CCCO2)c2ccccc2)c1 (stereo not drawn)
-2	nt	i	-1	10	0	0.9	-1	5	10	Cc1cc(C)c2c(n1)nn1c(C)c(CCC(=O)NCc3ccco3)c(C)nc21
-11	i	i	1	-3	1	0.2	-6	-5	-4	Cc1ccc(S(=O)(=O)N2CCOCC2)cc1NC(=O)COC(=O)c1cccc(Cl)c1Cl
-6	i	i	-1	-6	-2	-0.8	2	-5	2	O=C(NCCN1CCOCC1)c1cccc(Br)c1
-6	i	i	-1	10	0	2.3	-10	-1	-1	Cc1ccc(C)c(N2CCN(C(=O)c3ccc(Cn4c(=O)[nH]c5ccccc5c4=O)cc3)CC2)c1
1	i	i	3	-1	8	-1.0	10	4	-2	CC(C)(C)c1ccc(C2=NC(=O)C(CC(=O)O)S2)cc1 (stereo not drawn)
nt	i	i	-4	-3	-1	-0.5	2	1	4	O=C1NC(Cc2ccc(O)cc2)c2nc3cc(F)c(F)cc3c(=O)n2-c2ncccc21 (stereo not drawn)
-8	i	i	1	-4	0	-0.5	-3	2	-16	O=C(CSc1nc2ncccc2[nH]1)c1ccc2c(c1)OCO2
-11	i	i	1	-1	-2	-0.3	0	-6	1	O=C(NCc1nnc(SCC(=O)N2CCCC2)o1)c1cccc(C(F)(F)F)c1
3	i	i	-8	1	1	0.4	-4	2	3	Nc1nnc(CC(=O)N/N=C\c2cc([N+](=O)[O-])ccc2O)s1
nt	i	nt	nt	16	nt	-1.2	nt	-6	4	O=C1NC[C@@H](CCCCN2C[C@H](Cc3ccc(O)cc3)N(CCc3ccccc3)C(=O)C2=O)N(Cc2ccccc2)C1=O
-19	i	i	5	-6	4	1.4	-4	0	-1	COC(=O)c1ccccc1NC(=S)NC(=O)COc1ccccc1
nt	i	i	-4	-4	-1	0.2	-6	-4	2	CC1=C(C(=O)N2CCCCCC2)CC(CC(=O)NC(c2ccccc2)c2ccccc2)C(=O)N1Cc1ccccc1 (stereo not drawn)
-8	i	i	1	4	-4	4.7	-14	4	10	O=C(Nc1cccc(S(=O)(=O)Nc2ccc(Cl)cc2)c1)c1ccc2c(c1)OCCO2
-2	i	i	-6	1	2	-0.7	2	-5	-6	Cc1cc(=O)c2n(Cc3ccc(Cl)cc3)nc[n+]2[nH]1
-2	i	i	-2	-5	-2	-1.4	2	3	-2	COc1ccc(OC)c(N(CC(=O)NCCSc2ccccc2)S(C)(=O)=O)c1
-12	i	i	0	-3	-1	-1.7	6	-5	2	Cc1cc(Cl)ccc1NC(=S)N1CCC(C(N)=O)(N2CCCCC2)CC1
-4	i	i	-1	-8	4	-2.5	-2	-1	2	COc1ccc(-c2nnnn2C(C)C)cc1S(=O)(=O)Nc1ccccc1
nt	i	i	-2	-1	0	3.0	7	-3	-1	O=Nc1c(-c2ccccc2)n(O)[n+]([O-])c1-c1ccccc1
-10	i	i	2	-5	-3	0.3	-4	-2	-25	O=C(/C=C/c1ccc(S(=O)(=O)N2CCOCC2)cc1)Nc1cc(F)ccc1F
-10	i	i	2	0	2	0.3	0	2	-1	Cc1cc2nc3n(c2cc1C)CC1CC(C(=O)NCc2cccc(C(F)(F)F)c2)N(C)C31 (stereo not drawn)
3	i	i	-3	4	0	-0.4	-3	-2	-5	Cc1ccc(N2CC(C(=O)NNC(=O)c3ccc(F)cc3)CC2=O)cc1 (stereo not drawn)
-5	i	i	0	-3	2	-0.6	-2	7	-4	N=C(N)SCc1nc2ccccc2c(=O)n1-c1ccccc1Cl
-1	i	i	0	8	2	0.4	1	-14	1	O=C(NCCCO)C(=O)NCc1ccccn1

# Taken from above:
# In Scp-1 inhibitor, COC(=O)c1ccccc1NC(=S)NC(=O)COc1ccccc1 is entered as -19
# In Rin1 Abl inh, Cc1ccc(N2CC(C(=O)NNC(=O)c3ccc(F)cc3)CC2=O)cc1 (stereo not drawn) is entered as -3

# Following part.
Scp-1 inhibitor	Neddylation inh	Rpn11 block	Rin1 Abl inh	NadD inh	STEP inh	LMPTP inh	DNMT1 inh	CSN inh	SUMO1 PPI mod	SMILES
-7	i	i	0	-9	1	1.4	-2	1	0	O=C(NCCc1ccc(C(F)(F)F)cc1)C1COc2ccccc2O1 (stereo not drawn)
3	i	i	-1	47*	5	4.0	61*	20	55*	Clc1ccc(C2=CSC3=Nc4cccc5cccc(c45)N23)cc1
-7	i	i	-1	0	-5	-7.2	-4	-2	-3	CN(C)c1ccc(CNC23CN4CN(CN(C4)C2)C3)cc1
-11	i	i	0	-1	-6	-1.6	-16	10	-1	Nc1cccc2cnccc12
-12	i	i	1	-1	-3	-0.7	-1	-4	-3	O=C(CCCN1C(=O)c2ccccc2C1=O)Nc1nc2ccccc2[nH]1
-2	i	i	5	2	0	0.6	11	0	0	O=c1cc(O)c(-c2ccccc2Cl)c(Cl)[nH]1
3	i	i	-2	5	1	1.0	-3	3	-2	Cc1cc(C(=O)Nc2cccc3ccccc23)co1
nt	nt	i	5	-9	0	1.8	-6	-1	8	CN(C)c1ccc(-c2ccnc3c2CC(C)(C(=O)NCc2ccc(F)c(F)c2)O3)cc1 (stereo not drawn)
nt	i	i	1	-2	3	1.8	4	3	9	CC(C)(C)CNC(=O)C1(C)CCN1C(=O)Cc1ccc(-c2ccccc2)cc1 (stereo not drawn)
nt	i	i	1	-10	-1	-1.4	1	-5	0	CC1=C(C(=O)N2CCOCC2)CC(CC(=O)NCCc2ccccn2)C(=O)N1Cc1ccccc1 (stereo not drawn)
16	i	i	-3	-4	1	-0.2	15	-4	3	O=[N+]([O-])c1ccc(/C=N/N=C/c2ccc([N+](=O)[O-])o2)o1
-2	i	i	4	-4	1	-0.7	0	1	1	COc1ccccc1-c1nn(-c2ccccc2)cc1C(=O)NCC(c1ccco1)N1CCCC1 (stereo not drawn)
-7	i	i	-3	0	4	0.0	3	2	0	CC(C)(C)N1CSC(=S)N(Cc2ccccc2)C1
-3	i	i	-19	16	0	5.4	-7	-3	-1	Cc1ccc(S(=O)(=O)N/N=C2/CC(c3ccccc3)Oc3ccccc32)cc1 (stereo not drawn)
-2	i	i	-2	0	3	-0.1	-1	1	-7	CC(C(=O)N/N=C/c1ccc(N(C)C)c(Br)c1)N(c1ccccc1)S(C)(=O)=O (stereo not drawn)
-8	i	i	-1	-1	-1	-0.7	5	-3	-31	O=[N+]([O-])c1ccc(Sc2ncc3ccccn23)nc1
0	i	i	-2	3	-3	-0.6	13	1	2	Cc1ccc(C)c(N2C(=O)CC(N3CCN(Cc4ccc5c(c4)OCO5)CC3)C2=O)c1 (stereo not drawn)
-5	i	i	2	-4	3	-0.5	7	-3	13	CCOc1ccc(-n2c(SCC(=O)c3c(N)n(C)c(=O)n(C)c3=O)nnc2-c2cccnc2)cc1
nt	i	i	-4	-3	2	0.0	-3	2	-24	CN(C)c1c(-c2ccccc2)cc(-c2ccccc2)[nH]c1=O
-7	nt	i	-4	-2	2	-0.5	-2	0	-7	O=S(=O)(Nc1cccc2ncccc12)c1cccs1
-8	i	i	-2	0	-1	-1.0	-9	-6	0	Cc1ccsc1CN(C)C(=O)C(NC(=O)c1cccc(S(=O)(=O)N2CCOCC2)c1)C(C)C (stereo not drawn)
-1	i	i	-3	4	-2	1.3	-4	4	4	Cc1ccc(O)c(CNc2ccc(S(=O)(=O)Nc3nccs3)cc2)c1
nt	nt	nt	nt	3	nt	2.1	nt	-6	2	CCOC(=O)c1cc2cc(OC)ccc2n1C1CCN(CCc2ccccc2)CC1
-3	i	i	-3	6	0	1.1	-1	3	-1	CCn1cnnc1SCC(=O)Nc1ccccc1C(=O)NC1CC1
-7	i	i	2	5	0	3.0	-21	-6	8	Cc1[nH]n(-c2ccccc2)c(=O)c1C(C[N+](=O)[O-])c1ccccc1Cl (stereo not drawn)

# In another format: entries from further up
structure | Scp-1 inhibitor | Neddylation inh | Rpn11 block | Rin1 Abl inh | NadD inh | STEP inh | LMPTP inh | DNMT1 inh | CSN inh | SUMO1 PPI mod
Clc1ccc(C2=CSC3=Nc4cccc5cccc(c45)N23)cc1 | 3 | i | i | -1 | 47* | 5 | 4.0 | 61* | 20 | 55*
CN(C)c1ccc(CNC23CN4CN(CN(C4)C2)C3)cc1 | -7 | i | i | -1 | 0 | -5 | -7.2 | -4 | -2 | -3
Nc1cccc2cnccc12 | -11 | i | i | 0 | -1 | -6 | -1.6 | -16 | 10 | -1

# Additional compounds follow:
Scp-1 inhibitor	Neddylation inh	Rpn11 block	Rin1 Abl inh	NadD inh	STEP inh	LMPTP inh	DNMT1 inh	CSN inh	SUMO1 PPI mod	SMILES
-9	i	i	1	2	0	-10.0	-1	-1	-55	CCN(CC(=O)Nc1ccc2c(c1)OCCO2)C(=O)C(C)Oc1ccc(F)cc1 (stereo not drawn)
nt	i	i	-1	3	4	0.4	6	2	-1	CN1C(=O)[C@H]2[C@@H](c3ccc(C(F)(F)F)cc3)N[C@]3(CCCN(Cc4ccc(C(F)(F)F)cc4)C3=O)[C@H]2C1=O
-6	i	i	4	-1	1	1.5	-1	2	4	c1ccc(Cn2cc(CSc3ccccc3)nn2)cc1
-6	i	i	-3	-1	1	0.2	-3	-1	-2	COc1ccc(CCn2c(C)nc3ccccc3c2=O)cc1OC
-7	i	i	-1	-7	-5	-0.1	0	5	-1	Cc1ncc(CN2CCC(CO)(CCOc3ccccc3)CC2)s1
-3	i	i	5	2	1	0.8	9	25	-7	CCc1ccc(/C=C/C(=O)c2cc(Br)ccc(=O)c2O)cc1
-8	i	i	3	-1	2	-0.9	1	3	4	OCC[C@@H]1C[C@@H](O)[C@H](O)[C@]2(CCCCO2)O1
-5	i	i	0	-1	4	-0.4	2	0	-4	O=C(c1ccc2ncsc2c1)N1CCCCC1
-8	i	i	-1	-4	1	-0.1	0	-1	0	COc1ccc(NC(=O)CC2C(=O)NCCN2C(=O)c2ccc(Cl)cc2)cc1 (stereo not drawn)
nt	i	i	0	-9	-1	0.9	0	-4	4	CCC(C)CNC(=O)c1[nH]c(C(F)(F)F)nc1-c1ccccc1 (stereo not drawn)
-3	i	i	1	-1	-4	0.2	5	5	-4	O=C(NCCN1CCOCC1)c1ccc2ccccc2n1
-2	i	i	1	-2	-1	-2.4	6	0	-2	CNC(=O)C1CC(=O)N(Cc2ccc3c(c2)OCO3)C(=Nc2ccc(OC)cc2)S1 (stereo not drawn)
